PPARg SRC-2 ag: PPARgamma-driven SRC-2 recruitment agonism | activation, % at 8 µM | 200,000 tested, 0.34% active | AID 1032 | PPARgamma LBD-SRC-2 recruitment, biochemical; in the data active = activation above about 22%;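 also: 0% = vehicle and 100% = reference agonist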
ROMK mod: modulates human ROMK potassium channel activity; P48048; Tet-inducible ROMK, thallium flux fluorescence; actives lie on both sides; B-score at 10 µM; 130,000 tested, 2% active; AID 1918;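 active = signal ratio slope over the read window, or its plate-corrected B-score, at least 3 SD from the plate mean, either direction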;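 also: B-score of the F/F0 ratio slope over 7 to 12 s after thallium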
TLR4 MyD88 comp: blocks binding of human TLR4 to MyD88. O00206+Q99836. inhibition, % at 8.4 µM. HeLa CL3-4 TLR4/MyD88 BLA complementation, FRET ratio. 200,000 tested, 0.18% active; in the data active = inhibition above about 25%;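 also: 0% = vehicle and 100% = reference inhibitor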
Target sequence (O00206 whole entry, looked up): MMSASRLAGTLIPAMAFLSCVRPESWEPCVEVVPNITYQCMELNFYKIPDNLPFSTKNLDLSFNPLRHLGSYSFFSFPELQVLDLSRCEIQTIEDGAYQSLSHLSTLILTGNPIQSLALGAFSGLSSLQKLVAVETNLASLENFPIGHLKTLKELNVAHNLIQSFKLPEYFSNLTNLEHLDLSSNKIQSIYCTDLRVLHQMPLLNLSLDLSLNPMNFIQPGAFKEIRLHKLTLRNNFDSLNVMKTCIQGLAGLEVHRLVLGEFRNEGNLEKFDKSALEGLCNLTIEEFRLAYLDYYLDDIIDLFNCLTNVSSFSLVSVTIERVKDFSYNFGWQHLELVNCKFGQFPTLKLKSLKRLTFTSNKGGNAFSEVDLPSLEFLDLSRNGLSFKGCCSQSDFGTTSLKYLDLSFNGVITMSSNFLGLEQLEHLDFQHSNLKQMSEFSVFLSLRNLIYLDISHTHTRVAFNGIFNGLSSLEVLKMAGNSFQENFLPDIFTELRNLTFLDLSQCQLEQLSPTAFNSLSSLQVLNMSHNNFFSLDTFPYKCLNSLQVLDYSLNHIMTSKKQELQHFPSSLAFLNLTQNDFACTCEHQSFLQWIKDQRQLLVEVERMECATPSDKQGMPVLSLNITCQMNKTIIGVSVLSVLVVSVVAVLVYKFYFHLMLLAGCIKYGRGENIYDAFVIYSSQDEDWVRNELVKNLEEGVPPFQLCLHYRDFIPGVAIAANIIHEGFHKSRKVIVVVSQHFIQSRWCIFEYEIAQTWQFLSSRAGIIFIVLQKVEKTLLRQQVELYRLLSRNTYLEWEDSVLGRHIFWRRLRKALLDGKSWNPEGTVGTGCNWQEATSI
Target sequence (Q99836 whole entry, looked up): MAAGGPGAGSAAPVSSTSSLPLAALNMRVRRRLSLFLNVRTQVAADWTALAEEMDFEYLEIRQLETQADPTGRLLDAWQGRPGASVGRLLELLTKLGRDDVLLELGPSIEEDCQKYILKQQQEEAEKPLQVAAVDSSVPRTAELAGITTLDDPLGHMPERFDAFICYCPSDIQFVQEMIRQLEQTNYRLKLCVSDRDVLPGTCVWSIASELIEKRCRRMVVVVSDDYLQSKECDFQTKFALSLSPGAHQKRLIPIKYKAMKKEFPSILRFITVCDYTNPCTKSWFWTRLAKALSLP
RAM network inh: yeast RAM network inhibition | S. cerevisiae dse1pr::URA3 reporter, 5-FOA growth OD615, 2 d; analog-sensitive cbk1-as2 kinase mutant strain | inhibition, % at 50 µM | 190,000 tested, 1.8% active | AID 868;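 active = inhibition above a set limit, 3 SD over mean compound inhibition, cut at about 8.4% in these data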;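 also: 0% = DMSO-only wells with no growth and 100% = 10 µM 1-NA-PP1 full growth; inhibition rescues growth on 5-FOA so higher OD means more RAM inhibition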
PPARg SRC3 recr: agonists of human PPARgamma SRC-3 coactivator recruitment | activation, % at 8 µM | P37231 | 200,000 tested, 0.26% active | biochemical PPARgamma/SRC-3 coactivator recruitment assay | AID 731; in the data active = activation above about 23%;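 also: 0% = DMSO and 100% = reference agonist; some compounds past the cut are filed as inactive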
SRC2 TRFRET art: flags TR-FRET format artefacts in PPARgamma SRC-2 recruitment agonist screen | TR-FRET artefact counter-screen; active compounds read high | TR-FRET ratio at 8 µM | 200,000 tested, 0.4% active | AID 1049; in the data active = TR-FRET ratio above about 2000; also: inactives centre near 1500
STAT1 blocker: inhibitors of IFN-gamma induced STAT1 signaling; 200,000 tested, 0.35% active; inhibition, % at 5.5 µM; NIH 3T3 STAT1-luciferase reporter, luminescence;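 active = inhibition above a set limit, the mean inhibition across all tested compounds plus 3 SD, cut at about 34% in these data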;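 also: 0% = IFN-gamma with DMSO and 100% = IFN-gamma with 300 µM nifuroxazide; values of inactives mirror those of a sister screen read the other way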
PPARg SRC1 recr: agonists of human PPARgamma SRC-1 coactivator recruitment; PPARgamma-SRC-1 coactivator recruitment biochemical assay; activation, % at 8 µM; 200,000 tested, 0.41% active; AID 631; in the data active = activation above about 19%;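 also: 0% = DMSO and 100% = reference agonist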
STAT3 act: STAT3 signaling activation | U3A cells, IL-6 STAT3-luciferase reporter, luminescence; 100% = signal with IL-6 EC80 alone | activation (% of control), % at 5.6 µM | 190,000 tested, 0.91% active;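 active = activation above the screen-wide mean of compound activation plus 3 SD, cut at about 130% in these data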;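 also: 0% = background luminescence of wells with medium and substrate only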
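Material: STAT3-luciferase reporter U3A cells. Controls: IL-6-treated wells, 100% activation. Read-out: % activation versus median of IL-6-stimulated wells. Probe or stimulus: IL-6 stimulus at 33 ng/mL final. Timing: compound 1 h, then IL-6 6 h at 37 °C. Signal: reporter luminescence signal.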
S1P3 antag: antagonists of human S1P3 receptor; CHO S1P3 NFAT-BLA reporter, FRET fluorescence, antagonist mode; inhibition, % at 4.98 µM; 170,000 tested, 0.27% active;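 active = inhibition above the plate cutoff, the mean inhibition of test wells on that plate plus 3 SD, cut at about 28% in these data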;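 also: cells challenged with S1P at its EC80 of 0.8 µM; blue over green emission ratio from cleaved BLA substrate after 4 h stimulation; 0% = S1P-stimulated wells and 100% = unstimulated DMSO-only wells; some compounds past the cut are filed as inactive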
STAT3 blocker: inhibitors of IL-6 induced STAT3 signaling; AID 862; inhibition, % at 5.5 µM; 190,000 tested, 0.89% active; U3A cells, IL-6 STAT3-luciferase reporter, luminescence; host cell line lacks STAT1;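 active = inhibition above the mean inhibition across all screened compounds plus 3 SD, cut at about 44% in these data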;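 also: 0% = DMSO only wells and 100% = 100 µM nifuroxazide control wells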
Numbers without * were called inactive; . = no result given.

SMILES	PPARg SRC-2 ag	ROMK mod	TLR4 MyD88 comp	RAM network inh	PPARg SRC3 recr	SRC2 TRFRET art	STAT1 blocker	PPARg SRC1 recr	STAT3 act	S1P3 antag	STAT3 blocker
O=C(CNC(=O)c1cccs1)NCC(=O)OCc1c(F)cccc1Cl	2.8	-0.866	-0.2	1.9	3.5	1575	-4.3	2.2	96.0	-3.5	9.6
COc1ccc(C(=O)/C=C/Nc2ccc([N+](=O)[O-])cc2)cc1	-3.4	.	-8.4	3.7	-1.5	1573	-36.1	-10.0	94.8	4.6	8.7
CCc1nc(-c2ccccc2)c2ccccn12	4.8	-0.492	4.4	-0.7	6.6	1653	0.9	0.6	91.9	8.6	14.3
O=C(CN1C(=O)NC2(CCCCCC2)C1=O)c1ccc2c(c1)OCCO2	9.1	1.04	7.2	1.3	-0.3	1458	-65.0	-4.5	109.1	-37.6	-7.3
Cc1ccccc1C(=O)NC(NCC1CCCO1)C(Cl)(Cl)Cl (configuration not stated)	-3.7	.	-12.3	1.3	13.4	1516	-3.2	1.6	97.2	.	8.3
O=C(Nc1c(F)c(F)c(F)c(F)c1F)C1CCCCC1	3.2	.	-9.4	0.7	4.2	1623	-0.6	11.7	92.2	-5.6	13.5
CC1(C)CC(=O)C(C2(O)C(=O)Nc3ccccc32)CO1 (configuration not stated)	-6.5	-0.115	-0.2	2.2	-2.6	1293	9.2	-2.2	101.6	-4.6	0.5
NS(=O)(=O)c1ccc(CNC(=O)c2ccc(Br)o2)cc1	2.3	.	-7.3	1.8	7.4	1537	-16.3	4.1	128.1	-13.0	-32.6
CCC(C)(C)n1nnnc1C(c1cc(OC)ccc1OC)N1CCN(Cc2ccccc2)CC1 (configuration not stated)	-7.1	-1.56	2.5	-0.2	-3.0	1437	-1.4	-8.8	107.7	-6.6	-7.7
COc1ccc(OC)c(C2C(C(=O)c3ccc(C)o3)=C(O)C(=O)N2CCCN2CCOCC2)c1 (configuration not stated)	8.4	.	-11.6	.	2.7	1482	4.2	-4.1	97.9	-10.0	5.2
CCOc1cc(/C=C2/C(=N)N3OC(C)=CC3=NC2=O)ccc1OC	4.0	-0.865	-12.9	4.1	11.4	1746	-7.8	10.1	97.5	7.7	5.1
Cc1cnc(Nc2nc3ccccc3o2)nc1C(=O)Nc1cccc(C(F)(F)F)c1	6.1	.	9.9	1.7	0.2	1658	-1.9	6.6	98.3	-20.8	2.5
COc1ccc(C)cc1NC(=O)c1cc2c(=O)n3ccccc3nc2n1C	-0.7	-0.023	5.1	1.7	-0.7	1798	-19.3	8.1	79.1	12.9	28.1
O=C(CCC1CCCCC1)NCCN1C2=NC[C@H](Cc3ccccc3)N2C[C@H]1Cc1ccc(O)cc1	4.3	.	8.9	-0.3	2.4	1683	-2.7	-1.2	.	-1.8	.
CCOC(=O)C1=C(C)NC(SCC(N)=O)=C(C#N)C1c1ccccc1 (configuration not stated)	0.9	.	-3.7	2.6	10.0	1655	6.8	9.1	94.0	.	15.4
COc1ccc(/C=C/C2=NN(C)C(=O)CC2)cc1	3.5	.	-4.5	-1.1	-0.6	1564	-31.4	-0.1	85.6	-3.1	19.2
COc1cccc(N2CCN(C3CC(=O)N(c4ccc(Cl)cc4)C3=O)CC2)c1 (configuration not stated)	-0.7	.	-5.0	1.6	2.8	1578	10.6	2.7	99.3	-29.4	7.3
COc1ccc(C)cc1C1=Nc2ccccc2C1(C)C	-5.0	.	0.1	0.7	0.3	1396	11.2	2.2	95.0	10.4	8.7
O=S(=O)(/N=C(/c1ccccc1)N1CCCCCC1)c1ccccc1	-2.7	-0.338	18.9	2.3	-3.5	1644	-1.8	-5.5	103.3	-20.7	-3.4
CC1CCCCN1C(=O)Nc1cccc(Cl)c1 (configuration not stated)	3.2	-1.98	-8.4	1.4	1.2	1402	-11.2	-6.0	103.6	-5.7	-1.2
Cc1ccccc1CS(=O)(=O)c1cn(CC(=O)N2CCC(C)CC2)c2ccccc12	0.0	-0.842	-6.8	0.6	-4.1	1486	-3.0	-2.7	105.4	-1.9	-8.0
COc1ccc(CC2(CO)CCN(Cc3nc(C(C)C)cs3)CC2)cc1	-8.8	0.378	-9.6	-0.9	-4.3	1561	10.3	-7.6	96.0	-12.6	9.9
CCOc1ccc(C2NC(=O)c3ccccc3O2)cc1 (configuration not stated)	0.9	-0.261	-4.1	2.0	-1.3	1556	-2.4	3.5	85.8	-1.7	23.9
C/C=C/C(=O)OCC(=O)Nc1c(Cl)cccc1Cl	7.7	0.348	3.1	0.5	4.1	1758	7.4	5.1	96.5	.	2.6
Cc1ccccc1NC(=O)COC(=O)Cc1ccsc1	-1.4	0.206	-1.2	-0.4	-5.7	1400	4.5	-5.0	97.0	-6.3	9.1

Structural class: those above with a furan ring, fused or not.
SMILES	PPARg SRC-2 ag	ROMK mod	TLR4 MyD88 comp	RAM network inh	PPARg SRC3 recr	SRC2 TRFRET art	STAT1 blocker	PPARg SRC1 recr	STAT3 act	S1P3 antag	STAT3 blocker
NS(=O)(=O)c1ccc(CNC(=O)c2ccc(Br)o2)cc1	2.3	.	-7.3	1.8	7.4	1537	-16.3	4.1	128.1	-13.0	-32.6
COc1ccc(OC)c(C2C(C(=O)c3ccc(C)o3)=C(O)C(=O)N2CCCN2CCOCC2)c1 (configuration not stated)	8.4	.	-11.6	.	2.7	1482	4.2	-4.1	97.9	-10.0	5.2

Following part:
SMILES	PPARg SRC-2 ag	ROMK mod	TLR4 MyD88 comp	RAM network inh	PPARg SRC3 recr	SRC2 TRFRET art	STAT1 blocker	PPARg SRC1 recr	STAT3 act	S1P3 antag	STAT3 blocker
C/C(=N\OC(=O)c1ccc(C)cc1)c1c(C)nc2cc(C)ccn12	1.4	0.358	0.6	-0.3	-2.4	1451	-12.7	1.7	112.1	-13.7	-13.1
COc1ccccc1N1CCN(CCN2C(=O)CC(=C3c4ccccc4-c4ccccc43)C2=O)CC1	10.3	0.438	-0.8	.	8.4	1576	-0.3	4.4	101.2	.	0.7
Cc1cc(NC(=O)CSc2nc3cc(Cl)ccc3s2)no1	3.0	0.178	9.4	3.9	18.6	1623	3.9	-0.3	79.6	.	28.8
Cc1[nH]nc(Sc2ccccn2)c1[N+](=O)[O-]	2.5	0.33	1.0	1.4	1.1	1439	-7.8	5.4	108.4	0.3	-4.6
C=CCNC(=O)c1ccc(OC)cc1OC	-2.2	0.666	-3.9	0.1	-8.4	1417	1.7	-12.1	100.2	-7.1	-0.5
O=C1CCN(C(=O)c2ccc(Cl)cc2)N1	14.0	0.394	-2.8	1.1	1.2	1678	-6.8	4.5	99.7	-26.9	7.9
Cc1c(N=C(N)/N=C(\N)Nc2ccc(Br)cc2)c(=O)n(-c2ccccc2)n1C	9.7	-0.178	-7.9	1.9	-1.4	1478	-7.1	-2.3	103.2	-7.4	-3.7
Cc1cc(C)nc(NS(=O)(=O)c2ccc(NC(=O)C3(c4ccccc4)CCCC3)cc2)n1	-3.8	.	-15.0	0.8	0.4	1502	-4.1	-3.4	102.3	-22.2	-7.4
O=C(c1noc2c1CCCC2)N1CCN(c2ccc(F)cc2)CC1	4.8	.	3.9	1.9	7.5	1605	-10.6	0.3	80.9	-7.0	26.5
O=C(Nn1c(C2CCC2)nc2ccccc2c1=O)C1CCC1	1.4	-0.416	-14.7	1.4	-3.4	1338	-0.1	-4.5	98.3	.	8.3
COc1ccc(Nc2cccc(Cl)c2)c(C(=O)O)c1	2.2	0.628	-10.7	2.6	4.4	1732	-6.7	-1.9	95.1	0.1	3.8
Cc1c(NC(=O)C(C)Sc2ncnc3ccccc23)c(=O)n(-c2ccccc2)n1C (configuration not stated)	12.6	-0.458	-4.7	1.0	5.7	1673	6.4	3.0	111.8	-3.3	-10.2
COc1cc(C2CC(=O)Oc3c2c(=O)n(C)c2ccccc32)ccc1O (configuration not stated)	3.7	0.0159	3.4	2.3	1.2	1547	4.7	-0.6	98.5	-18.2	7.4
O=C(Cc1ccccc1)N/N=C/c1ccc(Cl)cc1Cl	-12.3	.	-9.7	2.1	1.6	1496	4.3	3.9	108.3	.	0.7
O=C1N/C(=N/O)S/C1=C/c1cccc([N+](=O)[O-])c1	5.2	-0.367	4.1	1.1	4.2	1700	10.0	11.1	97.9	-0.6	4.0
O=P1(c2ccccc2)C=Cn2c1cc1c2CCCC1 (configuration not stated)	-0.9	-0.793	2.6	2.1	5.3	1516	0.1	-0.3	102.2	-4.0	2.6
CCCCCCN1N=C(C)C(C(=O)c2ccc(Cl)cc2)C1=O (configuration not stated)	3.8	0.608	7.5	-1.0	10.5	1542	-3.4	-0.4	111.6	.	-9.3
O=C(NC1(C(F)(F)F)NC(=O)N(Cc2cccnc2)C1=O)c1ccccc1 (configuration not stated)	-5.8	.	2.0	0.3	4.7	1554	-8.9	-5.2	105.4	.	-1.5
O=C(Nc1ccncc1)c1ccc(NS(=O)(=O)c2cccc(F)c2)cc1	-4.3	-0.0878	-14.8	1.8	0.5	1579	-2.1	-3.2	104.3	0.3	-8.0
CN(C)c1nc(C(=O)Nc2ccccc2)nc(N(C)C)n1	-2.0	.	7.3	0.1	13.3	1633	3.1	1.5	98.3	30.3	5.4
O=C1CCc2cc(S(=O)(=O)N3CCC(C(=O)NC4CCCc5ccccc54)CC3)ccc2N1 (configuration not stated)	0.8	.	-14.8	1.5	-1.9	1399	4.9	13.9	105.7	-3.2	2.0
CCc1ccccc1NC(=O)N1CCCC(CCC(=O)N(C)CCc2ccccn2)C1 (configuration not stated)	5.3	-0.71	-2.1	1.5	4.1	1785	-0.6	-0.6	106.3	13.2	-1.2
CCCCCCC(C)n1cc(C(C)=O)c(=O)[nH]c1=O (configuration not stated)	5.4	-0.0123	4.5	1.6	-13.4	1502	5.3	-3.3	93.6	.	15.1
Cc1ccc(-n2c(SCC(N)=O)nnc2-c2ccccn2)cc1	-6.3	.	-9.7	2.1	-6.6	1591	11.2	-3.8	101.2	-14.9	5.0
C/C(Cn1cnc([N+](=O)[O-])n1)=N\NC(=O)c1ccccc1F	8.6	0.99	5.2	3.1	-3.2	1452	-16.6	4.7	101.7	.	0.1
Cc1cc(NC(=O)Cn2nnc3sc4c(c3c2=O)CCC(C(C)(C)C)C4)no1 (configuration not stated)	-1.8	0.0515	-7.8	1.6	-1.1	1599	-6.0	6.2	102.5	-18.0	2.0
CC(C)(C)CC(=O)O/N=C(\N)c1ccccn1	8.2	.	-6.3	0.7	4.2	1678	-29.1	6.7	82.6	-12.6	24.0
O=C(Nc1cc2c(cc1Cl)OCCCO2)c1ccc(F)cc1	0.3	-0.739	1.6	2.6	-0.3	1593	-50.5	-3.8	101.5	-4.8	2.2
O=C(Nc1ccccc1Cl)c1ccc(Cl)cc1Cl	6.9	1.37	1.8	2.5	4.9	1754	-24.1	7.5	86.3	-12.2	20.7
COc1ccc2c(c1)C1(Nc3ccccc3-c3nc4ccccc4n31)C(=O)N2C (configuration not stated)	5.1	.	-1.3	1.3	-2.2	1628	6.8	7.0	101.0	10.8	4.7
